High-throughput results as filed in PubChem.
ADAM17 inh = inhibitors of human ADAM17; P78536; recombinant ADAM17, EDANS/DABCYL FRET peptide cleavage; inhibition, % at 6.95 µM; 370,000 compounds, 0.83% hits; AID 720648;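 active = inhibition above the mean of compounds lying between control limits plus 3 SD, set per campaign, cut at about 8.5% in these data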;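 note: 0% = DMSO-only wells as the low control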
Target sequence (P78536 215-824 limits assumed): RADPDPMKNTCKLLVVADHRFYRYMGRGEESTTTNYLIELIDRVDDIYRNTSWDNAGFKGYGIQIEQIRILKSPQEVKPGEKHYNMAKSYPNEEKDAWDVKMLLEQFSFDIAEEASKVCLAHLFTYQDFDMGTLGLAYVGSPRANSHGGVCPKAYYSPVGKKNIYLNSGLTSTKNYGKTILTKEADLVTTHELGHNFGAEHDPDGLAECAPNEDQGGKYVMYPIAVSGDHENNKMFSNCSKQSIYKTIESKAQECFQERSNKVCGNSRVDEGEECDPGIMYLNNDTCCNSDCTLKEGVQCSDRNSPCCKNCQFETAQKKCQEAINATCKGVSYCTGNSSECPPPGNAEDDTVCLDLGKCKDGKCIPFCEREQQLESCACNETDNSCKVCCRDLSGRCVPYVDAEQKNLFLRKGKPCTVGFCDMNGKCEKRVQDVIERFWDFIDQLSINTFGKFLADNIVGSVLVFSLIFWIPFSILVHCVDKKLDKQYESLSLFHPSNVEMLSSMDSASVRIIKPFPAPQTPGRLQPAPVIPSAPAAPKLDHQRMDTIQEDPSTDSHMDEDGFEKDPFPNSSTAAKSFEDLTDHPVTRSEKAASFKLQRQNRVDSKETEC
proKLK7 act = proKLK7 (human) activation, primary screen | P49862 | purified proKLK7, EDANS-DABCYL substrate fluorescence; 100% is mature enzyme control, 0% vehicle | activation, % at 7 µM | 370,000 compounds, 0.9% hits | AID 652039;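 active = activation above the mean of all tested compounds plus 3 SD, computed per campaign excluding outliers beyond control limits, cut at about 13% in these data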
Target sequence (P49862 whole entry, looked up): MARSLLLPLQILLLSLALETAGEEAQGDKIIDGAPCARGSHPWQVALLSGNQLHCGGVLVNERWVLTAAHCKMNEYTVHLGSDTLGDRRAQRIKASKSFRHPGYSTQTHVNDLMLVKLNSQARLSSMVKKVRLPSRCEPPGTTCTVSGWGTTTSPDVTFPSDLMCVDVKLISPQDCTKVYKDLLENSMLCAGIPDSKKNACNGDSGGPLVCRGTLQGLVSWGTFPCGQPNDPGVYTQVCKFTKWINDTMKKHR
DDE Tn7 FP inh = inhibitors of Tn7 peptide binding to human fibrin DD(E). inhibition, % at 8.3 µM. 370,000 compounds, 0.13% hits. FP displacement of FITC-Tn7 peptide from fibrin DD(E); 0% = median of compound wells per plate;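 active = inhibition above the mean of compounds falling within the control limits plus 3 SD of them, cut at about 14% in these data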;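 note: 0% = plate median of compound wells and 100% = 10 µM Aha-Tn7 peptide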
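system = human fibrin DD(E) protein | quantity = DD(E) 2 µM final | medium = Tris/NaCl/CaCl2 buffer, pH 7.8 | also added = labelled Tn7 tracer, 0.1 µM | compound dosing = single point at 8.3 µM | timing = compound with protein 10 min, then 3 h after probe, room temperature | signal = FP measurement | benchmarks = Aha-Tn7 high control | repeats = one replicate per compound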
ASAP1 GAP inh = ASAP1 ArfGAP inhibition | Q9ULH1 | ASAP1-stimulated ARF1 GTP hydrolysis, GDP FP detection | inhibition, % at 16.5 µM | 360,000 compounds, 0.19% hits | AID 624377; in the data active = inhibition above about 25%;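 note: 0% = vehicle with enzyme and substrate and 100% = no enzyme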
PLC-gamma1 inh = PLC-gamma1 (human) inhibition, primary screen; purified PLC-gamma1, fluorogenic substrate, fluorescence; P19174; AID 720700; 370,000 compounds, 0.84% hits; inhibition, % at 12.2 µM; in the data active = inhibition above about 9.5%
TDP2 inh = blocks human TDP2 phosphodiesterase activity; O95551; recombinant TDP2, T5PNP hydrolysis, p-nitrophenol absorbance 415 nm; inhibition, % at 12.8 µM; 370,000 compounds, 0.34% hits;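 active = inhibition above the mean of all tested compounds plus 3 SD, set per campaign, cut at about 25% in these data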;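 note: 0% = DMSO with enzyme and 100% = buffer with substrate but no TDP2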
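Assay system: recombinant human TDP2 / Reagent: T5PNP substrate at 5 mM, a TopII-DNA adduct mimic / Measured by: epi absorbance from released p-nitrophenol / Evaluation: % inhibition relative to enzyme-containing and enzyme-free wells / Control set: enzyme-free and DMSO wells / Replicates: each compound tested once, singlicate / Schedule: enzyme reaction with compound for 2 h at 37 °C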
ADAM10 inh = inhibits human ADAM10; O14672; recombinant ADAM10, EDANS/DABCYL FRET peptide cleavage, 3 h; inhibition, % at 7 µM; 370,000 compounds, 0.62% hits; AID 720582;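 active = inhibition above a per-campaign cutoff equal to the mean of compounds falling between control-based bounds plus 3 SD, cut at about 20% in these data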;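 note: 0% = DMSO wells while the 100% control is not disclosed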
LEDGF integ inh = blocks HIV-1 LEDGF/p75-dependent DNA integration; TR-FRET IN-LEDGF/p75 DNA integration, Eu/Cy5; inhibition, % at 3.7 µM; 370,000 compounds, 0.64% hits;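 active = inhibition above the screen-wide mean plus 3 SD, cut at about 13% in these data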;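 note: signal is the Cy5 over europium emission ratio at 671 and 618 nm; 0% = plate median of compound wells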
DDE Tn6 FP inh = DD(E)-Tn6 binding inhibition, primary FP screen; inhibition, % at 8.3 µM; Fibrin DD(E) TRITC-Tn6 fluorescence polarization displacement; P02675; 370,000 compounds, 0.21% hits;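 active = inhibition above a per-campaign cutoff: mean of compounds within control limits plus 3 SD, cut at about 15% in these data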;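 note: 0% = median of all compound wells on the plate and 100% = blocking peptide control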
ARFGAP1 inh = inhibitors of rat ARFGAP1. Q62848. Arfgap1-stimulated ARF1 GTP hydrolysis, GDP FP detection. inhibition, % at 16.5 µM. 360,000 compounds, 0.26% hits;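 active = inhibition above a per-plate limit, mean inhibition of low control wells plus 3 SD, cut at about 25% in these data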;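 note: 0% = DMSO wells with enzyme and 100% = wells lacking Arfgap1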
Target sequence (Q62848 1-136 limits assumed): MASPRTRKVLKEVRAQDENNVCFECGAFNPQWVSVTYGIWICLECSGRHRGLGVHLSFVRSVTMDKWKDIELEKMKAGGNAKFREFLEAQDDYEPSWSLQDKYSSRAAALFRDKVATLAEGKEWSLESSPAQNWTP
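Material: rat Arfgap1 GAP domain (His6, aa 1-136), purified enzyme. Also added: human ARF1(Δ1-17)-GTP substrate. Compound dosing: 16.5 µM single point, 1.26% DMSO. Timing: enzyme reaction 120 min at 25 °C after 20 min preincubation. Signal: GDP detection by fluorescence polarization. Read-out basis: percent inhibition of GAP-stimulated GDP formation, scaled between DMSO and no-Arfgap1 medians.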
Active calls of the source: *.

nr	proKLK7 act	ADAM17 inh	DDE Tn7 FP inh	ADAM10 inh	TDP2 inh	ARFGAP1 inh	ASAP1 GAP inh	PLC-gamma1 inh	LEDGF integ inh	DDE Tn6 FP inh	SMILES
1	0.7	-3.6	5.5	2.4	9.9	0.1	4.6	-4.1	-3.1	2.2	COc1cc(Cl)c(C)cc1NC(=O)CSC
2	0.4	-2.7	1.6	-11.4	-9.8	7.2	2.5	-4.3	-0.5	-10.4	COc1ccccc1NC(=O)C(C)n1cnc2c(oc3nc4c(cc32)CCCC4)c1=O (centres undefined)
3	0.4	3.2	-9.8	-12.4	1.4	-0.8	3.8	7.2	-0.7	-2.7	CCc1ccc(NC(=O)CSc2nnc(C)c(=O)n2N)cc1
4	0.4	-4.5	-3.4	0.1	1.6	-9.6	-9.2	0.0	-4.1	-6.7	COCc1c(C(=O)OCC(=O)N(C)C2CCS(=O)(=O)C2)oc2ccccc12 (centres undefined)
5	-0.4	-5.8	-3.4	-3.5	0.6	-20.8	-7.6	-1.2	-1.9	5.7	COc1ccc(S(=O)(=O)NCC(c2ccco2)N2CCOCC2)cc1 (centres undefined)
6	-0.2	-2.5	-0.3	-5.4	9.3	-9.9	3.6	0.6	2.2	1.2	O=C(CSC1CCCCC1)N1CCN(c2ccccc2)CC1
7	0.0	-0.8	7.5	3.2	4.9	-9.8	2.4	-2.1	0.4	-5.8	O=C(CSc1nnc(NC(=O)C2CC2)s1)NCc1ccco1
8	-0.7	-4.0	-2.3	3.2	63.2*	6.3	-2.4	0.6	-2.6	-8.9	O=C(N/N=C/c1c(F)cccc1Cl)C1CC1
9	0.1	-2.5	7.4	-1.3	-3.9	-4.2	7.0	0.2	-5.1	5.6	Cc1c(C=O)c2ccccn2c1C(=O)c1ccc(Cl)c([N+](=O)[O-])c1
10	32.6*	-62.9	2.7	-406.9	-7.5	19.4	14.3	-69.7	-13.0	-3.3	COc1ccc(CC(=O)Nc2ccc(-c3cn4ccccc4n3)cc2)cc1OC
11	-1.2	-0.7	6.2	-9.6	5.2	1.2	5.6	-0.5	0.3	-1.7	Cc1ccccc1CN(C)C[C@@H]1OCc2cnnn2CCCC(=O)N([C@H](C)CO)C[C@H]1C
12	0.4	0.7	3.9	1.2	0.6	12.2	7.0	2.7	-1.2	5.4	Cc1cccc(NC(=O)Nc2cccc(F)c2)n1
13	0.5	1.8	-3.2	4.3	7.1	-7.2	-5.3	-0.9	1.2	-3.4	CC(=O)c1ccc(NC(=O)C2=CC(c3cccs3)=NS(=O)(=O)N2C)cc1
14	0.4	-2.2	-2.4	-3.6	-5.9	4.8	3.5	4.2	0.0	6.3	Cc1cc(C)cc(-c2nnc(SCC(=O)NC3CC3)o2)c1
15	-0.4	-0.8	1.0	2.8	0.4	-5.3	7.3	3.1	-2.5	0.8	Cc1ccc(CSc2nc3ccccc3c(=O)n2Cc2ccco2)cc1
16	-0.1	0.4	-0.1	-0.9	-0.3	2.2	10.8	0.2	-1.1	-0.7	CS(=O)(=O)N(CC(=O)Nc1ccc(S(=O)(=O)N2CCOCC2)cc1)c1cccc(F)c1
17	-0.1	3.2	-7.1	-4.9	-6.5	2.0	-6.6	2.9	-0.3	5.0	Cc1cc(NC(=O)CSc2nnnn2C)n(-c2ccccc2)n1
18	-0.2	6.9	-6.1	-0.2	-10.0	-8.4	-4.5	2.6	-0.1	-6.3	Cc1ccc(NC(=O)CCNS(=O)(=O)c2ccc3c(c2)CCC(=O)N3)cc1C
19	0.9	1.4	-5.3	5.6	-12.9	-4.8	-2.8	4.4	3.6	6.5	O=C(COC(=O)c1cc(S(=O)(=O)N2CCOCC2)ccc1Cl)NCCc1ccccc1
20	0.4	-7.4	0.8	-11.7	1.2	-8.6	-2.9	-16.4	3.0	3.8	N#Cc1c(/N=C/c2ccco2)sc2c1CCC2
21	-0.5	-4.1	4.3	-6.8	-4.5	-4.8	2.5	-2.0	-0.9	3.9	Cn1c(SCC(=O)OCc2ccccc2)nnc1-c1ccco1
22	-0.3	-0.8	-1.8	-3.0	-1.8	-8.8	-4.6	-1.4	0.1	2.4	O=C(CNC(=O)Cc1ccc(Cl)cc1)NCC(=O)N1CCCCC1
23	-0.2	1.3	-0.3	5.1	-0.8	-10.3	12.8	1.1	2.1	8.6	COc1ccc(CC(=O)Nc2cc(C)ccn2)cc1OC
24	0.3	1.2	-5.2	-11.2	-0.4	-0.6	-0.8	2.0	-1.1	1.2	O=C(COc1ccccc1)Nc1ccc(F)cc1
25	-0.5	-2.8	7.5	-6.8	-9.3	8.6	13.0	-1.4	0.7	-7.2	CC(C)(C)c1cc(CN2CCOCC2)c(C(=O)O)o1
26	-0.1	-1.4	0.6	-0.6	-0.8	6.7	5.5	1.8	3.1	2.1	CC(=O)c1cccc(N(CC(=O)NC2CCCC2)C(=O)CNC(=O)c2cccs2)c1
27	-0.6	4.5	-10.1	8.9	-12.4	-4.4	4.3	10.9*	3.9	3.2	CC(C)NC(=O)C1(C)CCCN1Cc1ccccc1C#N (centres undefined)
28	0.9	-1.1	-6.1	-3.7	5.4	3.6	-7.7	1.2	-0.8	-5.5	Cc1cc(C(=O)COc2cccc([N+](=O)[O-])c2)c(C)n1C1CC1
29	1.0	-4.0	-1.3	-8.3	1.6	3.0	-10.7	-1.1	0.0	4.9	COC(=O)C1=C(C)N(Cc2cccc(C(F)(F)F)c2)C(=NCC2CC2)NC1c1ccccc1 (centres undefined)
30	0.0	-1.9	4.1	-9.1	-8.4	3.3	-11.2	1.2	0.5	7.8	CCCNC(=O)C1(C)CCN(Cc2csc3ccccc23)C1 (centres undefined)

The listing continues:
nr	proKLK7 act	ADAM17 inh	DDE Tn7 FP inh	ADAM10 inh	TDP2 inh	ARFGAP1 inh	ASAP1 GAP inh	PLC-gamma1 inh	LEDGF integ inh	DDE Tn6 FP inh	SMILES
31	-0.2	12.1*	-0.1	27.9*	-12.5	-2.0	-2.8	2.5	4.9	-1.9	CC(CCc1ccc(O)cc1)NC(c1ccccc1)c1ccc(Cl)cc1 (centres undefined)
32	-0.3	-1.8	3.9	-8.5	-3.6	-6.2	-13.2	-1.2	-0.9	7.8	O=S(=O)(c1ccc(=S)[nH]c1)N1CCOCC1
33	0.3	-0.3	-0.8	4.2	-3.4	10.6	-6.9	2.5	1.2	5.5	Cc1c(NC(=O)CSCc2ccc(Br)cc2)c(=O)n(-c2ccccc2)n1C
34	-0.1	2.5	0.2	9.5	-2.6	4.1	-17.6	1.1	2.6	0.9	Cc1ccc(CN(C)C(=O)COC(=O)CSc2ccc([N+](=O)[O-])cc2)cc1
35	-0.2	-4.9	0.4	-1.8	1.7	7.0	7.0	1.1	4.6	-1.3	Fc1ccc(C2=Nn3c(Cc4ccccc4F)nnc3SC2)cc1
36	-0.3	-0.5	-7.0	-6.9	-2.4	-1.6	-6.1	-1.5	5.1	6.0	CC(Sc1ccc(S(=O)(=O)N2CCN(C)CC2)cn1)C(=O)NC1CCCCC1 (centres undefined)
37	1.1	-7.9	4.4	-33.0	9.1	5.7	-7.7	-15.1	0.4	4.1	C=CCn1c(C)cc(C2=NNC(=NC(C)(C)C)SC2)c1C
38	-1.0	-18.7	2.6	-79.6	-5.6	-3.6	3.8	-59.2	0.6	-2.8	Cc1oc2cc3oc(=O)c(CCC(=O)N4CCC(C(=O)O)(c5ccccc5)CC4)c(C)c3cc2c1C
39	-0.2	2.7	-3.2	0.1	-1.3	5.0	-2.8	1.6	1.3	-3.9	CCc1ccccc1NC(=O)CCC(=O)c1cccs1
40	0.5	-0.7	-3.4	8.5	11.2	1.8	-13.7	2.5	0.9	4.9	O=C(OCC(=O)N1CCN(c2ccccc2)CC1)C1CCCN1S(=O)(=O)c1ccc(Cl)cc1 (centres undefined)
41	25.1*	-4.3	2.4	-12.1	4.1	-11.8	-2.1	-4.6	2.4	0.1	O=C(COC(=O)c1cc(Br)ccc1O)NNC(=O)c1cccs1
42	0.1	-3.1	3.3	-2.6	0.4	-4.3	7.0	-0.6	-5.4	-1.6	O=C1CCSC2=C1SCc1sccc12
43	-0.3	-1.7	7.7	1.2	0.4	-4.3	0.7	-1.4	-7.9	3.8	COc1cc(C(=S)N2CCN(c3cccc(Cl)c3)CC2)ccc1O
44	0.2	-2.4	1.5	-1.4	-1.3	5.9	-5.8	2.2	0.3	12.6	CC1(C)NC(=O)N(CC(O)COc2ccc(N3C(=O)c4ccccc4C3=O)cc2)C1=O (centres undefined)
45	0.5	0.9	-0.6	-1.4	-5.0	9.8	-4.2	-14.6	2.7	-7.4	CC(OC(=O)c1ccc(NC(=O)CC#N)cc1)C(=O)NC(c1ccccc1)c1ccccc1 (centres undefined)
46	-0.2	-4.5	-1.3	-2.9	9.9	0.6	7.7	-0.1	-1.2	-10.2	Cc1ccnc(SCc2cc(=O)c(OC(=O)c3ccc(Cl)c([N+](=O)[O-])c3)co2)n1

Whole records as entered above. Values in the order: proKLK7 act | ADAM17 inh | DDE Tn7 FP inh | ADAM10 inh | TDP2 inh | ARFGAP1 inh | ASAP1 GAP inh | PLC-gamma1 inh | LEDGF integ inh | DDE Tn6 FP inh
Cc1ccccc1CN(C)C[C@@H]1OCc2cnnn2CCCC(=O)N([C@H](C)CO)C[C@H]1C in the list: -1.2 | -0.7 | 6.2 | -9.6 | 5.2 | 1.2 | 5.6 | -0.5 | 0.3 | -1.7
Cc1oc2cc3oc(=O)c(CCC(=O)N4CCC(C(=O)O)(c5ccccc5)CC4)c(C)c3cc2c1C in the list: -1.0 | -18.7 | 2.6 | -79.6 | -5.6 | -3.6 | 3.8 | -59.2 | 0.6 | -2.8

Rows were taken by chance; 4.2% or so of the library scored in one or more.
